Screens as filed in PubChem BioAssay.
H1N1 NS1A inhibition: H1N1 influenza NS1A inhibitors, functional cell based assay (AID 504329); NS1A functional cell-based assay, percent inhibition; higher % means a stronger effect; inhibition, % at 12.5 µM; hits with a dose series show IC50 in µM; hit rate 0.3% among 340,000; in the data active = a potency from the dose series; inconclusive = inhibition above about 27% without an active follow-up result; note: strong numbers were not always called active
PhoP GFP inhibition: PhoP regulon inhibitors, Salmonella typhi PhoP promoter GFP reporter, confirmatory (AID 1850) | one-dose inhibition, % at 50 µM; IC50 in µM for titrated hits | hit rate 0.33% among 310,000 | Salmonella Typhi PhoP-promoter GFP reporter, fluorescence, 4 h; higher % means a stronger effect; in the data active = a potency from the dose series; inconclusive = inhibition mostly from about 25% at the one dose, without a potency; inactive = the rest, 99 in 100 with inhibition below about 19%;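 note: 0% = induced wells with vehicle and 100% = uninduced wells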
tuberculosis growth: growth inhibition of non-replicating M. tuberculosis (AID 488890); inhibition, % at 25 µM; hits with a dose series show IC50 in µM; hit rate 0.39% among 320,000; Mycobacterium tuberculosis non-replicating, growth inhibition; higher % means a stronger effect; in the data active = a potency from the dose series; inconclusive = inhibition mostly from about 82% at the one dose, without a potency; inactive = the rest, 99 in 100 with inhibition below about 76%;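 note: plate controls were DMSO cells for no effect and high antibiotic wells for full effect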
inhibitors of VEEV: inhibitors of VEEV TC-83 cytopathic effect, confirmation, Vero cells (AID 588727); Vero cells, VEEV TC-83 cytopathic effect inhibition; higher % means a stronger effect; one-dose inhibition, % at 20 µM; IC50 in µM for titrated hits; hit rate 0.13% among 350,000; in the data active = a potency from the dose series; inconclusive = inhibition mostly from about 14% at the one dose, without a potency; inactive = the rest, 99 in 100 with inhibition below about 12%; note: strong numbers were not always called active
M. tuberculosis HTS: M. tuberculosis growth inhibition, HTS (AID 449762). M. tuberculosis H37Rv growth inhibition, 7H9 media; higher % means a stronger effect. one-dose inhibition, % at 25 µM; IC50 in µM for titrated hits. hit rate 0.59% among 330,000; in the data active = a potency from the dose series; inconclusive = inhibition above about 70% without an active follow-up result;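 note: bacterial growth assessed after seven days of incubation; strong numbers were not always called active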
inhibitors of VEEV 10K pilot screen: recorded beside inhibitors of VEEV, whose call it bears; inhibition, %; measured here: 10K pilot screen inhibition
* hit, by the source's call; i = inactive; ? = inconclusive; . = no result given.

SMILES | H1N1 NS1A inhibition | PhoP GFP inhibition | tuberculosis growth | inhibitors of VEEV | M. tuberculosis HTS | others
O=S(=O)(c1ccc(F)cc1)N1CCC2(CC1)OCCN2S(=O)(=O)c1cccs1 | -9% | 4% | 9% | 1.1% | -5%
Cc1ccc2onc(CC(=O)O)c2c1 | -2% | -9% | -4% | 1.5% | -1%
O=C(OCc1ccc(F)cc1)c1cccnc1Cl | -20% | 0% | 71% | 1.2% | -4%
O=C(NCc1ccco1)/C(=C/c1ccc(F)cc1)NC(=O)c1ccccc1 | -4% | 1% | 5% | i | 6%
CCOC(=O)c1c(CC(C)C)csc1/N=C/C1=C(O)CCCC1=O | . | 5% | -17% | i | 29%
CN(C(=O)CSc1nnc2ccccn12)C1CCS(=O)(=O)C1 (stereo not drawn) | -6% | 0% | -1% | 0.3% | -1%
O=C(Nc1ccccc1O)c1ccccc1O | 0% | -14% | 75% | i | -3%
CN1CCN(C(CNS(=O)(=O)c2ccc([N+](=O)[O-])cc2)c2ccc(F)cc2)CC1 (stereo not drawn) | -12% | 4% | -14% | 1.2% | 1%
COc1cc(C(=O)Nc2cccc3ncccc23)cc(OC)c1OC | -10% | -1% | -15% | 7.6% | 3%
CC(=O)NC(=S)Nc1ccccc1N1CCN(C(=O)c2ccccc2)CC1 | 7% | -1% | 20% | 9.9% | 35% | inhibitors of VEEV 10K pilot screen=6.2

Structural class: the compounds so far with fluorine (four)
SMILES | H1N1 NS1A inhibition | PhoP GFP inhibition | tuberculosis growth | inhibitors of VEEV | M. tuberculosis HTS | others
O=S(=O)(c1ccc(F)cc1)N1CCC2(CC1)OCCN2S(=O)(=O)c1cccs1 | -9% | 4% | 9% | 1.1% | -5%
O=C(OCc1ccc(F)cc1)c1cccnc1Cl | -20% | 0% | 71% | 1.2% | -4%
O=C(NCc1ccco1)/C(=C/c1ccc(F)cc1)NC(=O)c1ccccc1 | -4% | 1% | 5% | i | 6%
CN1CCN(C(CNS(=O)(=O)c2ccc([N+](=O)[O-])cc2)c2ccc(F)cc2)CC1 (stereo not drawn) | -12% | 4% | -14% | 1.2% | 1%

Entries from the list above with sulfur:
SMILES | H1N1 NS1A inhibition | PhoP GFP inhibition | tuberculosis growth | inhibitors of VEEV | M. tuberculosis HTS | others
O=S(=O)(c1ccc(F)cc1)N1CCC2(CC1)OCCN2S(=O)(=O)c1cccs1 | -9% | 4% | 9% | 1.1% | -5%
CCOC(=O)c1c(CC(C)C)csc1/N=C/C1=C(O)CCCC1=O | . | 5% | -17% | i | 29%
CN(C(=O)CSc1nnc2ccccn12)C1CCS(=O)(=O)C1 (stereo not drawn) | -6% | 0% | -1% | 0.3% | -1%
CN1CCN(C(CNS(=O)(=O)c2ccc([N+](=O)[O-])cc2)c2ccc(F)cc2)CC1 (stereo not drawn) | -12% | 4% | -14% | 1.2% | 1%
CC(=O)NC(=S)Nc1ccccc1N1CCN(C(=O)c2ccccc2)CC1 | 7% | -1% | 20% | 9.9% | 35% | inhibitors of VEEV 10K pilot screen=6.2

Further results
SMILES | H1N1 NS1A inhibition | PhoP GFP inhibition | tuberculosis growth | inhibitors of VEEV | M. tuberculosis HTS | others
Cc1ccc(NCc2nnc(SCC(=O)Nc3ccccc3)n2CC2CCCO2)c(C)c1 (stereo not drawn) | 6% | -3% | 29% | 0.5% | 3%
Cc1cccn2cc(-c3ccc4c(c3)NC(=O)CO4)nc12 | 0% | 3% | 2% | 4.2% | -3%
COc1ccc(N(CC(=O)Nc2ccc(C)cc2C)S(=O)(=O)c2c(C)n[nH]c2C)cc1 | 3% | -6% | 15% | i | 7%
O=C(CNCc1ccc(Cl)cc1)NCc1ccco1 | -7% | -5% | 78% | 2.9% | 0%
CN(C)CCNc1ncnc2c1cnn2-c1ccc(Cl)cc1 | 1% | 10% | . | ? | -3%
Nn1c(Cc2cccc3ccccc23)nnc1SCC(=O)N1CC(=O)Nc2ccccc21 | -9% | -6% | -27% | 0.5% | -6%
O=C(c1cccc([N+](=O)[O-])c1)N1CCN(C/C=C/c2ccccc2)CC1 | -14% | 0% | 11% | i | 2%
CCN(c1cccc2ccccc12)S(=O)(=O)c1cccs1 | 2% | . | 48% | 0.3% | 9%
S=C(N/N=C/c1cccc2ccccc12)Nc1cccc(Cl)c1 | -15% | 7% | -17% | 2.2% | -1%
CCOc1ccccc1CN1CCNC(=O)C1CC(=O)N(C)CCc1cnn(C)c1 (stereo not drawn) | 3% | 1% | 0% | 0.2% | -6%
CCCOC(=O)c1c(NC(=O)/C=C/c2cnn(C)c2C)sc(C(=O)OCC)c1C | 12% | -3% | 1% | 2.7% | 8%
CCC(=O)Nc1nnc(SCc2ccc(F)cc2)s1 | 0% | -4% | 9% | 5.5% | -9%
CN(C)CCNC(=O)c1cccc(S(=O)(=O)Nc2ccccc2F)c1 | -15% | 8% | -6% | 0.2% | -1%
O=C(NCc1ccco1)c1nc2c(nnn2Cc2cccc(Cl)c2)c(=O)[nH]1 | -4% | -11% | 56% | i | 34%
O=C(Cc1n[nH]c(=O)c2ccccc12)NCc1ccccc1 | . | 2% | -5% | 0.3% | -5%
CCOC(=O)c1c(C)[nH]c(C)c1C(=O)CSc1nnc(-c2ccc(OC(F)F)cc2)o1 | 4% | 0% | 17% | 0.2% | 5%
Cc1ccccc1Nc1nc(-c2sc(NC(=O)c3cccc(Cl)c3)nc2C)cs1 | . | -35% | 16% | . | 7%
CCC(C)c1ccc(NC(=O)C2CCCN(c3ncccn3)C2)cc1 (stereo not drawn) | 4% | -3% | 30% | i | 5%
CCn1c2ccccc2c2cc(NC(=O)CSc3nnc(-c4cccc(Cl)c4)o3)ccc21 | -5% | 8% | 11% | 5.7% | ?
COc1ccc(CCNC(=O)[C@H](CCSC)NC(=O)N2CCn3c2nc2ccccc23)cc1OC | 6% | -4% | 9% | 0.1% | 4%
CN(C)CCn1c(NC(=O)c2ccc(Cl)cc2)nc2ccccc21 | -1% | 14% | ? | i | 44%
O=C(NCCN1CCCC1)c1ccc(Cl)cc1Cl | -24% | -7% | 23% | 0.7% | 34%
Cc1ccc(S(=O)(=O)n2nc(OC(=O)C(C)(C)C)cc2N)cc1 | -5% | -5% | -3% | 0.6% | 5%
CCOCCCNC(=O)C(NC(=O)c1ccc(NC(C)=O)cc1)c1ccc(OC)cc1 (stereo not drawn) | 8% | -1% | -12% | 0.0% | 0%
COc1cc(OC)cc(C(=O)NCC2CCCN(Cc3ccc(SC)cc3)C2)c1 (stereo not drawn) | -1% | -6% | 9% | i | 2%
CCC(C)(C)n1nnnc1C(c1cc2ccc(OC)cc2[nH]c1=O)N1CCc2ccccc2C1 (stereo not drawn) | 16% | -3% | 34% | i | 67%
COc1ccccc1-n1cnnc1SCC(=O)c1c[nH]c2ccccc12 | -6% | -2% | 2% | 1.4% | -1%
Cc1cccc(CSc2nnnn2-c2ccccc2)c1 | 3% | 4% | 13% | 4.5% | 0%
O=C(O)c1cc2ccccc2oc1=O | -3% | -8% | . | 0.4% | -4%
N#C/C(=C\c1ccc(N2CCOCC2)o1)C(=O)NCCc1ccccc1 | 4% | -13% | 8% | 9.5% | 53%

Two compounds picked at random from those above, as already listed:
SMILES | H1N1 NS1A inhibition | PhoP GFP inhibition | tuberculosis growth | inhibitors of VEEV | M. tuberculosis HTS | others
Cc1cccc(CSc2nnnn2-c2ccccc2)c1 | 3% | 4% | 13% | 4.5% | 0%
Cc1ccc(S(=O)(=O)n2nc(OC(=O)C(C)(C)C)cc2N)cc1 | -5% | -5% | -3% | 0.6% | 5%

Remaining list, next part:
SMILES | H1N1 NS1A inhibition | PhoP GFP inhibition | tuberculosis growth | inhibitors of VEEV | M. tuberculosis HTS | others
Cc1nc2cc([N+](=O)[O-])ccc2c(=O)n1-c1ccccc1[N+](=O)[O-] | 1% | -7% | 24% | i | 11%
COc1ccc(C(=O)N/C(=C\c2cn(S(=O)(=O)N(C)C)c3ccccc23)C(=O)N2CCOCC2)cc1 | 3% | -3% | 17% | 5.6% | 2%
C=CCN(CC=C)C(=S)Nc1cc(Cl)ccc1OC | -11% | 0% | 2% | i | 0%
CCOCCCNC(=S)NCCCNc1nc2ccc(C)cc2cc1C#N | . | 11% | 23% | . | 34%
CCn1c(=O)c2cc(S(=O)(=O)NC3CCCCC3)ccc2n(CC)c1=O | -3% | 2% | 10% | i | -14%
Cn1c(CC(=O)Nc2ccccc2C(F)(F)F)c(Sc2ccccc2)c2ccccc21 | 12% | -8% | -1% | 0.8% | 5%
N#Cc1ccccc1OCC(=O)N1N=C(c2cccs2)CC1c1ccco1 (stereo not drawn) | -8% | . | 54% | i | 1%
Cc1ccc(C(=O)N(CC(=O)Nc2ccc(Cl)c(Cl)c2)Cc2ccco2)cc1 | -4% | -8% | -10% | 1.4% | -4%
CCOc1ccc(N2CC(C(=O)N/N=C/c3sccc3C)CC2=O)cc1 (stereo not drawn) | -9% | -1% | 8% | 0.8% | 6%
CCN1C(=O)[C@H]2[C@H]3CN=C(SCc4ccc(Cl)cc4)N3[C@@](CC)(C(=O)OC)[C@H]2C1=O | 5% | . | . | i | .
CCCn1nnc(NC(=O)c2ccc(-c3cc(Cl)ccc3Cl)o2)n1 | 2% | -10% | -10% | 0.8% | 11%
O=C(Cn1cc2c(n1)CCCC2)NC1CCN(Cc2ccccc2)CC1 | -3% | 3% | 6% | 0.7% | -7%
CCOc1ccccc1NC(=O)c1cnc2n(c1=O)CCS2 | 1% | -6% | 5% | 2.9% | -6%
CN(CCCC1CCCC1)C(=O)c1cc(COc2ccc(F)cc2F)on1 | -2% | -7% | 71% | 3.1% | 16%
COc1cc2c(cc1OC)CN(C(=O)CCCOc1ccc(Cl)cc1Cl)CC2 | 18% | -3% | 12% | i | -3%
COc1ccc(CNC(=O)[C@H](C)NC(=O)C2CCN(C(=O)[C@H](CCSC)NC(=O)OC(C)(C)C)CC2)cc1 | 0% | -8% | 6% | i | 1%
O=S(=O)(c1ccc(NC(=S)NCCc2ccccc2)cc1)N1CCOCC1 | 9% | -8% | 77% | 1.1% | 16%
CCCS(=O)(=O)N1CCC(C(=O)NCCc2ccc(C)cc2)CC1 | -9% | 7% | 10% | 2.4% | -4%
CCCCCCn1c(O)c(C=Nc2ccccc2N2CCOCC2)c(=O)[nH]c1=S | . | -24% | -7% | 0.7% | -2%
O=C(Cc1ccc2c(c1)OCO2)NN=Cc1ccc([N+](=O)[O-])o1 | 3% | . | 61% | 1.1% | ?
Cc1nnc(SCC(=O)NNC(=O)c2ccc(F)cc2)n1Cc1ccccc1 | -2% | . | 1% | 7.0% | -5%
CCN(CC)C(=O)C1CCCN(c2ccccc2[N+](=O)[O-])C1 (stereo not drawn) | -2% | 0% | 2% | i | 1%
O=C(c1ccc(-n2cnnn2)cc1)N1CCCCC1 | 14% | -12% | 16% | 0.3% | 7% | inhibitors of VEEV 10K pilot screen=1.3
COc1ccccc1NC(=O)Cn1c(=O)sc2ccccc21 | 4% | -8% | -2% | 1.5% | -3% | inhibitors of VEEV 10K pilot screen=0.4
Cc1ccc(S(=O)(=O)N/N=C\c2cccnc2)cc1 | -8% | 3% | -17% | i | -1%
O=C1CCc2cc(S(=O)(=O)NCc3ccc(F)cc3)cc3c2N1CCC3 | 11% | -2% | 23% | 6.6% | -8%
O=c1[nH][nH]c(-c2ccccc2)c1C=Nc1ccc(F)cc1F | -12% | -8% | -1% | 0.1% | 0%
COCCCNC(=O)c1c(-c2ccccc2)noc1C | -5% | -5% | 7% | i | 2%
CC(C)(C)c1ccc(C(=O)Nc2cccc(-n3cnnn3)c2)cc1 | 1% | -38% | 57% | 8.3% | 48%
Cc1cc(C)c(S(=O)(=O)N2CCN(S(=O)(=O)N3CCC(C)CC3)CC2)c(C)c1 | -9% | 12% | -1% | i | 11%
COc1cccc(C(=O)CN(C(=O)c2ccc(Cl)c(Cl)c2)N2C(=O)C3CCCCC3C2=O)c1 (stereo not drawn) | 17% | -9% | 2% | 1.4% | 6%
CCC(=O)N1CCc2cc(Br)cc(S(=O)(=O)N3CCCC(C(=O)O)C3)c21 (stereo not drawn) | -1% | -25% | 1% | 2.1% | 2%
CN1CCN(c2ccc([N+](=O)[O-])c(Sc3nncn3C)c2)CC1 | -15% | -4% | -10% | i | 2%
O=C(CCN1CCCCCC1)Nc1cccc(F)c1 | 1% | -2% | -2% | 0.4% | -4%
COc1ccccc1CNC(=O)C(C)NS(=O)(=O)c1ccccc1 (stereo not drawn) | 0% | -9% | 23% | 1.3% | -1%
CCCn1c(N)c(C(=O)CN2CCc3ccccc3C2)c(=O)n(C)c1=O | -6% | -4% | -19% | 0.6% | -9%
